RORgamma inh: blocks mouse ROR gamma transcriptional activity. P51450. Drosophila S2 Gal4-RORgamma UAS-luciferase reporter, 20 h. Potency, µM (highest dose often 53.6 µM), for inactives: at the top dose activity change, negative = inhibition, most hits filed as inhibitors. 5.4% of 310,000 active; also: % is scaled to controls: 0 for no effect and ±100 for the full control effect; nearly all actives have a fitted effect of over 60% in size
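Stable Schneider cell line, Gal4 DNA-binding domain fused to ROR gamma, UAS-luciferase. Cmpd 1 hr RT → CuSO4 700 uM final → 20 hr RT → luciferase reagent 10 min → luminescence.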
uPA surface inh: inhibitors of cell surface uPA generation; cell surface uPA generation assay, qHTS; Potency, µM (doses to about 38.3 µM), for the others: at the highest dose activity change, negative = inhibition, hits mostly inhibitors; 0.31% of 330,000 active; active = well fitted inhibition curve with a large enough effect; inconclusive = small, poorly fitted or top-dose-only effect; inactive = no such curve, though single readings can be large or run the other way; tested in mouse RAW 264.7 cells; also: % is scaled to controls: 0 for no effect and ±100 for the full control effect; nearly all actives have a fitted effect of over 55% in size
Gal4-VP16 FLuc: Gal4-VP16 reporter inhibition counter-screen. Drosophila S2 Gal4-VP16 UAS-luciferase, luminescence, 20 h. Potency, µM (top dose mostly 53.6 µM), without a hit: at the top dose activity, negative = inhibition, actives largely listed as inhibitors. 3.5% of 310,000 active;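 also: Gal4-VP16 expression switched on by copper sulfate through the metallothionein promoter; % is scaled to controls: 0 for no effect and ±100 for the full control effect; nearly all actives have a fitted effect of over 50% in size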
ELG1 genotoxic: inducers of genotoxicity in HEK293T ELG1-luciferase cells; 1.3% of 330,000 active; Potency, µM (top dose mostly 46 µM), for the others: at the top dose activity change, positive = activation, hits mostly activators; HEK293T ELG1-luciferase reporter, luminescence, 16 h; also: % of control where 0% means no effect; nearly all actives have a fitted effect of over 60% in size
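DMSO vehicle served as control against compound-treated ELG1-luciferase HEK293T cells; exposure lasted 16 hr at 37 °C and 5% CO2, followed by ONE-Glo luminescence detection after 30 min.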
FLuc modulator: counter-screen for miR-21 project: firefly luciferase inhibitors or activators | P08659 | purified FLuc, Km substrates, luminescence inhibition | Potency, µM (titrated, usually from 57.5 µM), for inactives: at the top dose activity change, negative = inhibition, most hits filed as inhibitors | 6.9% of 360,000 active | AID 588342;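 also: plate controls were vehicle for no effect and reference inhibitor for full effect; nearly all actives have a fitted effect of over 55% in size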
Target sequence (P08659 whole entry, looked up): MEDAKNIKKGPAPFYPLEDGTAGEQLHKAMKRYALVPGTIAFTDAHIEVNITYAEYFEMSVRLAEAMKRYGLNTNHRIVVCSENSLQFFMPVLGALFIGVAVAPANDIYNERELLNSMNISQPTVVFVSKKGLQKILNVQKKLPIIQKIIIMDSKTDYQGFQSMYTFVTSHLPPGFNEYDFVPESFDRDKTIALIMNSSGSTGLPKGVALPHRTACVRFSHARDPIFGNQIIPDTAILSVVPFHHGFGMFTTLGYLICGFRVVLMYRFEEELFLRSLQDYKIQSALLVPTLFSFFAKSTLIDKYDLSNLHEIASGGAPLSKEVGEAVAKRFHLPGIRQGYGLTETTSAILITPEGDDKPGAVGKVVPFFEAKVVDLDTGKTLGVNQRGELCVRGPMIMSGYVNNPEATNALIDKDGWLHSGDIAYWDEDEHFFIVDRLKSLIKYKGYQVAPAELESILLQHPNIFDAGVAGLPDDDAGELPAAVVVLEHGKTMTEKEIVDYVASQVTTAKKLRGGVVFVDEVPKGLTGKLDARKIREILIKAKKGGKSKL
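Purified P. pyralis luciferase, 10 nM final, with Km-level 10 uM D-luciferin and 10 uM ATP in 50 mM Tris acetate pH 7.5, 10 mM Mg acetate, 0.01% Tween-20, 0.05% BSA; 6-point qHTS titration about 60 µM downward; luminescence read.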
MBNL1 CUG block: MBNL1-poly(CUG) RNA binding inhibition; Potency, µM (titrated, usually from 57.5 µM), without a hit: at the highest dose activity change, negative = inhibition, most hits filed as inhibitors; TR-FRET MBNL1-His/biotin-(CUG)12 binding, 665/545 ratio; 0.036% of 280,000 active; AID 2675; Q9NR56; active = well fitted inhibition curve with a large enough effect in the signal ratio, with a control signal flat, not every such curve was filed as active; inconclusive = small, poorly fitted or top-dose-only effect, or effect the other way, or a change in a side signal; inactive = no such curve, though single readings can be large or run the other way; the % refers to the signal ratio; also: % is scaled to controls: 0 for no effect and ±100 for the full control effect
Target sequence (Q9NR56 whole entry, looked up): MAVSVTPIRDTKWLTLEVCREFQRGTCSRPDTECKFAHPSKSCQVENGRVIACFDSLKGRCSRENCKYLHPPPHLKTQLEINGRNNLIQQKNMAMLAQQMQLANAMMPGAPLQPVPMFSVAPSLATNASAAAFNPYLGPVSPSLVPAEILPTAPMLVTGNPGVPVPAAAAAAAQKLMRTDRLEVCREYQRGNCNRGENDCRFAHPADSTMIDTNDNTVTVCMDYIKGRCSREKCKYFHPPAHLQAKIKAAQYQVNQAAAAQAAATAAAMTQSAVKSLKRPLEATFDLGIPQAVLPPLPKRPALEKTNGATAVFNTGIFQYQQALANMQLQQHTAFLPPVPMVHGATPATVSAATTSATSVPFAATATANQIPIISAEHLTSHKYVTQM
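Inhibition of protein-RNA binding appears as loss of TR-FRET between terbium anti-His antibody on MBNL1-His and streptavidin-XL665 on biotin-(CUG)12. Activity is normalized to buffer-only and uninhibited-complex controls.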
p53 reactivation: re-activators of mutant p53 | H1299 p53-A138V BP100-luciferase reporter, luminescence, 24 h | Potency, µM (series often up to 92.2 µM), for inactives: at the highest dose activity change, positive = activation, hits mostly activators | 0.063% of 320,000 active | AID 504706; also: % of control where 0% means no effect; nearly all actives have a fitted effect of over 45% in size
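p53-null H1299 cells stably carrying temperature-sensitive p53-A138V and a BP100-luciferase reporter were pinned with compounds (4-point, 1:5 series) and held 24 hrs at 37 deg C. Luminescence was read 10 min after detection reagent.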
Rab9 prom act: activators of Rab9 promoter | Huh7 Rab9 promoter-luciferase reporter, luminescence, 24 h | Potency, µM (highest dose often 9.22 µM), for the others: top-dose activation, negative = inhibition, most hits filed as activators | 2.8% of 320,000 active | AID 485297; also: % of control where 0% means no effect; nearly all actives have a fitted effect of over 60% in size
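Huh7 cells stably carrying a Rab9 promoter-luciferase reporter, 1500 cells per well in OP-MEM I with 10% FBS, treated with compound 24 hours at 37C. Luciferase activity read by luminescence after 10 minutes with Amplite reagent.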
NPC1 prom act: activators of NPC1 promoter | Huh7 NPC1 promoter luciferase reporter, 24 h | Potency, µM (titrated, usually from 9.22 µM), for inactives: at the highest dose activation, usual class: activators | 2.4% of 320,000 active | AID 485313;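 also: % of control where 0% means no effect; nearly all actives have a fitted effect of over 60% in size; reporter is driven by a mutant NPC1 promoter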
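Stable NPC1-promoter luciferase Huh7 line; cpd (DMSO) 24 h, 37 °C, 5% CO2; Amplite luciferase reagent 10 min RT; luminescence readout. qHTS format.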
BRCA1 expr up: BRCA1 expression activation; MCF7-BRCA1-FFLuc reporter, luminescence, 48 h; response scale: scaled: vehicle 0%, 10 µM genistein 100%; Potency, µM (series often up to 46.1 µM), for the others: at the top dose activation, actives largely listed as activators; 1.1% of 380,000 active; AID 624202; also: nearly all actives have a fitted effect of over 80% in size; some results filed as inactive show a strong effect at the top dose
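First, MCF7-BRCA1-FFLuc cells (2000/well) attach for 2 h; next, compounds are pin-added and incubated 48 h at 37 °C; finally, luciferase reagent is added and luminescence read after 15 min.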
An asterisk follows results filed as active; u = inconclusive; x = not tested or not shown; [ ] = another dose, or the depositor's remark. Unless noted, calls follow the shape of the dose curve; as a rule, active = well fitted curve in the direction sought with a large enough effect; inconclusive = small, poorly fitted or top-dose-only effect, or another doubt; inactive = no such curve, though single readings can be large; an effect the other way counts as inactive or inconclusive. Potency is read from the fitted curve at half-maximal effect.

SMILES	RORgamma inh	uPA surface inh	Gal4-VP16 FLuc	ELG1 genotoxic	FLuc modulator	MBNL1 CUG block	p53 reactivation	Rab9 prom act	NPC1 prom act	BRCA1 expr up
Cn1cc(CN2CCCC(C(=O)Nc3cccc(-c4cc5ccccc5[nH]4)c3)C2)cn1 (stereo not drawn)	-18.8%	-3.9%	-15.7%	4.3%	-18.7%	6.6%	-8.7%	-6.0%	0.4%	-95.2%[inhibitor]
O=P(O)(CN1CCCCC1)CN1CCCCC1	6.3%	x	-1.3%	-1.1%	3.4%	u	3.2%	0.9%	-0.3%	x
O=C(NCCCn1ccnc1)C(F)(F)C(F)(F)C(=O)NCCCn1ccnc1	-21.2%	0.9%	-16.5%	-2.1%	-5.4%	-8.8%	5.0%	-6.2%	4.1%	0.1%
COc1ccccc1NC(=O)Nc1ccncc1	-0.1%	-9.8%	-2.7%	-12.9%	3.8%	-0.8%	0.7%	-1.8%	-3.3%	-0.8%
CCOc1ccccc1NC(=O)Cn1[nH]c(=O)c2ccccc2c1=O	-0.7%	x	-5.7%	-2.5%	2.6%	-3.7%	-2.1%	0.3%	-9.7%	x
Cc1csc(=O)n1CCC(=O)OCC(=O)NCc1ccc(F)cc1	x	14.4%	x	-1.3%	0.9%	x	6.2%	0.1%	-2.7%	-10.6%
O=C(NCC(=O)N1CCCC(C(F)(F)F)C1)c1ccc(Br)o1 (stereo not drawn)	x	5.3%	x	-0.3%	5.4%	x	6.5%	0.0%	-0.1%	3.6%
O=C(C1=C[C@H](c2csc3ccccc23)C[C@H](OCc2ccc(CO)cc2)O1)N1CCN(Cc2ccc3c(c2)OCO3)CC1	23.3%	u	2.2%	-11.1%	-0.8%	-9.2%	5.2%	-4.5%	1.6%	-49.8%
Cc1ccc(S(=O)(=O)NCCCN2CCCC2)cc1	0.9%	2.5%	-4.6%	-0.6%	-0.9%	-1.7%	-0.5%	-3.5%	-4.3%	-0.1%
CC(C)(C)NC(=O)C(=O)NNC(=O)c1ccc(C(C)(C)C)cc1	8.91µM*	2.8%	u	1.1%	-4.9%	-6.2%	10.2%	-2.1%	-1.8%	-25.3%
Cc1cc(-c2nnc(SCC(=O)Nc3nccs3)o2)no1	15.8µM*	0.3%	u	7.6%	5.4%	-0.9%	10.8%	17.0%	3.2%	64.7%
Cc1cccn2c(=O)c3cc(S(=O)(=O)c4ccc(Br)cc4)c(=N)n(C4CCCCC4)c3nc12	-11.5%	-1.2%	-9.5%	4.0%	5.1%	-1.5%	-5.6%	0.2%	-3.1%	-0.3%
Cc1ccc(C(=O)COC(=O)C2CC(=O)N(c3nc(-c4ccccc4)cs3)C2)cc1C (stereo not drawn)	u	-3.1%	6.2%	0.6%	-19.1%	0.2%	-0.6%	5.9%	5.3%	7.2%
CC(C)C(NC(=O)c1c(F)cccc1F)C(=O)N1CCN(c2ccccc2F)CC1 (stereo not drawn)	-5.8%	-0.6%	8.8%	0.0%	2.4%	-9.7%	-2.5%	-5.1%	-4.4%	0.0%
CCOc1ccccc1NC(=O)Cn1c(C)cc(COC)c(C#N)c1=O	13.0%	-1.5%	4.8%	-0.8%	1.7%	6.5%	-1.4%	-2.2%	12.2%	-9.0%
CCOC(=O)C1CCN(C(=O)CCNC(=O)Cn2cnc3ccccc3c2=O)CC1	-32.0%	-7.0%	-2.7%	-8.2%	0.0%	-5.0%	-0.7%	1.4%	6.9%	1.3%
CSc1ccccc1NC(=S)NC1CCCCC1	3.55µM*	-1.2%	u	-2.3%	2.9%	-11.7%	1.3%	-3.8%	0.6%	-10.2%
CCOC(=O)c1cnc2cc(C)nn2c1-c1ccccc1	14.9%	-4.1%	-0.7%	4.3%	-2.2%	8.4%	-5.7%	-0.9%	-0.3%	-12.1%
COc1ccc(CNC(=O)CC23CC4CC(CC(C4)C2)C3)cc1	u	-1.2%	-9.3%	1.9%	-14.2%	-8.1%	5.5%	0.4%	-1.6%	31.3%
O=S(=O)(NCCC1=CCCCC1)c1cccc(S(=O)(=O)N2CCOCC2)c1	-31.3%	4.7%	u	-4.9%	2.4%	2.7%	0.3%	6.0%	11.4%	-33.2%
CCCS(=O)(=O)c1ncc(Cl)c(C(=O)Nc2ccc(S(=O)(=O)Nc3ncccn3)cc2)n1	u	-3.4%	u	0.7%[9.26 µM]	6.0%	u	2.5%	3.7%	-1.5%	-26.3%
O=C(CS(=O)(=O)c1ccccc1)N(CCCN1CCOCC1)c1nc2c(F)cccc2s1	x	-1.0%	x	15.3%	u	x	18.7%	21.2%	17.2%	52.3%
CC1=NC(C(F)(F)F)(C(F)(F)F)C(C#N)=C(C)N1	31.9%	0.5%	-15.1%	1.6%	-2.1%	-0.9%	-4.3%	-7.8%	-1.5%	2.3%
Cc1ccc(NC(=O)CSCc2ccc(F)cc2)cc1	1.4%	2.6%	-7.0%	16.4%	u	5.3%	28.0%	u	26.9%	-2.4%

Profiles as entered above.
Results for `Cc1ccc(C(=O)COC(=O)C2CC(=O)N(c3nc(-c4ccccc4)cs3)C2)cc1C` (stereo not drawn) = RORgamma inh: u; uPA surface inh: -3.1%; Gal4-VP16 FLuc: 6.2%; ELG1 genotoxic: 0.6%; FLuc modulator: -19.1%; MBNL1 CUG block: 0.2%; p53 reactivation: -0.6%; Rab9 prom act: 5.9%; NPC1 prom act: 5.3%; BRCA1 expr up: 7.2%
Results for `O=S(=O)(NCCC1=CCCCC1)c1cccc(S(=O)(=O)N2CCOCC2)c1` = RORgamma inh: -31.3%; uPA surface inh: 4.7%; Gal4-VP16 FLuc: u; ELG1 genotoxic: -4.9%; FLuc modulator: 2.4%; MBNL1 CUG block: 2.7%; p53 reactivation: 0.3%; Rab9 prom act: 6.0%; NPC1 prom act: 11.4%; BRCA1 expr up: -33.2%

Continuation.
SMILES	RORgamma inh	uPA surface inh	Gal4-VP16 FLuc	ELG1 genotoxic	FLuc modulator	MBNL1 CUG block	p53 reactivation	Rab9 prom act	NPC1 prom act	BRCA1 expr up
C/C(=N\NC(=O)c1ccccc1)c1cccc(Br)c1	-120.9%	-0.2%	u	u	13.5µM*	-3.2%	-0.6%	2.51µM*	u	10µM*
Oc1ccc(Br)cc1C=Nc1ccc2[nH]ncc2c1	11.2µM*	-8.2%	u	-3.9%	u	1.2%	-2.8%	-7.6%	7.5%	-3.2%
O=C(NCCn1ccc2ccccc21)C1CCCCC1	25.8%	-2.4%	24.2%	0.1%	-2.5%	1.1%	u	5.5%	0.5%	40.3%
CCOC(=O)c1c(NC(=O)c2ccc(-n3cnnn3)cc2)sc2c1CCCC2	-8.2%	8.8%	-18.0%	16.8%	0.2%	x	-3.2%	-4.1%	-4.7%	-1.4%
Cc1cc(C)c(-n2c(C)cc(/C=C3/NC(=O)NC3=O)c2C)c(C)c1	-0.8%	-4.6%	-1.7%	-3.2%	-3.1%	2.8%	-4.7%	-0.1%	-5.4%	-33.4%
CCOC(=O)c1nn(-c2c(C)n(C)n(-c3ccccc3)c2=O)cc1O	-3.3%	-7.0%	-5.7%	-3.1%	-0.1%	7.0%	-1.5%	2.2%	-0.8%	5.8%
CCOc1ccccc1N1CCN(S(=O)(=O)c2cccc3nsnc23)CC1	5.1%	-6.0%	-0.2%	-7.1%	3.9%	u	-1.6%	3.2%	-0.6%	-1.5%
O=C(C1=C[C@@H](c2ccc(C(F)(F)F)cc2)C[C@@H](OCCCCO)O1)N1CCN(Cc2ccc3c(c2)OCO3)CC1	37.4%	u	-11.7%	-7.2%	4.9%	-3.0%	1.3%	-2.7%	-1.7%	0.0%
COCCn1cnc2c1c(=O)n(CC(=O)NN)c(=O)n2Cc1ccccc1	-27.2%	8.8%	0.9%	1.3%	-1.0%	-3.0%	1.3%	2.4%[1.84 µM]	0.5%	1.0%
OC(CN1CCOCC1)Cn1c(-c2cccc(Cl)c2)nc2ccccc21 (stereo not drawn)	1.5%	x	0.8%	-3.6%	1.7%	2.2%	-0.2%	0.9%	-1.5%	-4.6%
O=S(=O)(Nc1ccc(-c2nc3cccnc3s2)cc1)c1ccc(Cl)s1	u	-8.7%	4.9%	8.2µM*	19µM*	7.0%	14.6%	u	u	48.3%
O=C(COC(=O)COc1ccc(Cl)cc1)NC1CCS(=O)(=O)C1 (stereo not drawn)	x	7.2%	x	0.1%	x	x	10.1%	-3.5%	-3.2%	1.0%
Cc1ccc(S(=O)(=O)CCC(=O)OCc2ccccc2)cc1	-9.6%	4.6%	-3.8%	-2.5%	0.9%	-6.0%	8.4%	-1.4%	-1.2%	-1.2%
Cc1ccc(C(=O)N/N=C/c2sc(=O)n(Cc3cccc(C(=O)O)c3)c2Cl)cc1	-2.5%	-1.0%	2.3%	6.0%	16.9µM*	u	-1.8%	-5.0%	-1.3%	-7.6%
CCN(C(=O)COC(=O)CCC(=O)c1cccs1)c1c(N)n(Cc2ccccc2)c(=O)[nH]c1=O	x	2.1%	x	-0.2%	2.7%	x	-0.8%	4.0%	-1.4%	11.0%
COc1cc(C(=O)Nc2nnc(C3=COCCO3)o2)cc(OC)c1OC	2.51µM*	1.9%	2.82µM*	2.1%	-0.8%	2.5%	3.8%	-0.1%	-0.1%	-5.6%
Cc1ccc(N(Cc2ccccc2O)C(=O)c2ccccc2F)cc1	-3.9%	-2.7%	-1.0%	-0.5%	0.9%	2.8%	x	-1.2%	-3.4%	3.6%

From PubChem BioAssay
